# STK33 kinase inh – inhibitors of human STK33 kinase; Q9BYT3; purified STK33, MBP phosphorylation, ADP-Glo luminescence; inhibition, % at 10 µM; hit rate 0.073% among 320,000; AID 2661;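 active = inhibition at or above 25%, using the most active replicate where run in duplicate; inactive = inhibition below 25%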
# Target sequence (Q9BYT3 whole entry, looked up): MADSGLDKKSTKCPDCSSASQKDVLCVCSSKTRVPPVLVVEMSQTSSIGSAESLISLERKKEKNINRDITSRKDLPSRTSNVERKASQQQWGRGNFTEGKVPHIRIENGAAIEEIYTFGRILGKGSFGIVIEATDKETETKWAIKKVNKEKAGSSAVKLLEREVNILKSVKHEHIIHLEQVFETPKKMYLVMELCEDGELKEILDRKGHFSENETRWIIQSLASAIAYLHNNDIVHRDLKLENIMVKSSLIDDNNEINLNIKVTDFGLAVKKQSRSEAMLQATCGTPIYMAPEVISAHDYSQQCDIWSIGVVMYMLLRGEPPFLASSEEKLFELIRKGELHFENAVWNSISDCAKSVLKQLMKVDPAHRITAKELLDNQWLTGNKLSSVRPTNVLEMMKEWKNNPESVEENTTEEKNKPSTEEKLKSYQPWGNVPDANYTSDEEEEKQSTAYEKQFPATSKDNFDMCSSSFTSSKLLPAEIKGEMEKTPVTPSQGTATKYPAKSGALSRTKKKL
# Kir21 block – blocks the mouse Kir2.1 inward-rectifier potassium channel | hit rate 0.85% among 310,000 | P35561 | HEK293-Kir2.1, FluxOR thallium flux fluorescence; hits give low values | B-score at 10 µM;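 active = fluorescence ratio B-score at or below minus 3 SD of library scores, with starting-brightness B-score within 2 SD, cut at about -4.2 in these data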;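 note: channel flux triggered by added potassium and thallium sulfate stimulus; B-score of peak minus minimum fluorescence over baseline after thallium stimulus; more negative B-score means stronger Kir2.1 block with less thallium influx; some compounds called inactive have numbers as strong as hits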
# Target sequence (P35561 whole entry, looked up): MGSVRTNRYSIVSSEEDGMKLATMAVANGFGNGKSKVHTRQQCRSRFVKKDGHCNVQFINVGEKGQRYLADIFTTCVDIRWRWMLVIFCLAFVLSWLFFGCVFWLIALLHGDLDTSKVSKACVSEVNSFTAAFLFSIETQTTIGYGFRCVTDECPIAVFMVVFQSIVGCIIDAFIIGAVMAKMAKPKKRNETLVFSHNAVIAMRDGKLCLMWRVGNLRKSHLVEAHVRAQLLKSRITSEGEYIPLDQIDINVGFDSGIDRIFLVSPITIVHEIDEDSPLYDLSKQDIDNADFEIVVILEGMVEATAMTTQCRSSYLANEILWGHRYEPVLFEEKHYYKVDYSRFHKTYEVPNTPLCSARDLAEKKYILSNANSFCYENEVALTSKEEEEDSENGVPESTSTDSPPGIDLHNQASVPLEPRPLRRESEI
# Numbers without * were called inactive; nt = no result given.
STK33 kinase inh | Kir21 block | structure
-0.5 | -2.4 | CCOc1ccc(C(c2c(C)n(C)n(-c3ccccc3)c2=O)c2c(C)n(C)n(-c3ccccc3)c2=O)c(O)c1
-1.2 | -0.81 | O=C(c1ccccc1)C(c1ccccc1)c1ccccc1
nt | 1.5 | CNC(=O)NC(=O)CSc1ncc(C(F)(F)F)cc1Cl
-0.7 | -0.62 | Cc1cc(C)c(OCC(=O)OCC(=O)NC2CCCCCCC2)c(C)c1
-1.8 | 0.05 | CN1CCN(C2CCN(c3cccc(Cl)c3)CC2)CC1CCO (stereo not drawn)
nt | 0.07 | O=C(Nc1nnc(SCc2ccccn2)s1)C1CC(=O)N(c2ccccc2)C1 (stereo not drawn)
6.3 | -0.18 | COc1ccc2nc(-c3cccc(N)c3)[nH]c2c1
-2.3 | 2 | COc1ccc(C2CC(=O)N(CC(=O)NCC3CCCO3)c3ccccc3S2)cc1OC (stereo not drawn)
-3.2 | 1.5 | O=C(CN1C(=O)c2ccccc2C1=O)c1ccc(F)cc1
-3.1 | -0.18 | CN(Cc1ccccc1)C(=O)CCC1CCN(S(=O)(=O)N(C)C)CC1
-1.2 | -1.7 | Cc1cc2c(s1)CCCCC(=O)N2
-1.0 | -0.19 | CCCCC(=O)Nc1ncc2c(n1)CC(C)(C)CC2=O
-0.4 | -0.88 | CCC(C(=O)NC1CCCCC1)n1c(SCc2ccc(F)cc2)nc2ccncc21 (stereo not drawn)
0.4 | -0.83 | CCCCN(C(=O)c1ccc(C)c(S(=O)(=O)N2CCOCC2)c1)c1c(N)n(CC(C)C)c(=O)[nH]c1=O
-1.0 | -0.54 | Cc1nc(C)c(C(=O)N2CCCC(C(=O)c3ccc4ccccc4c3)C2)s1 (stereo not drawn)
-1.4 | -7.3* | Oc1ccccc1CN1CCN(C(O)(c2ccccc2)c2ccccc2)CC1
-0.6 | 0.92 | COc1cccc(CN2C(=O)c3ccccc3C2C(=O)NCC2CCCO2)c1 (stereo not drawn)
0.4 | -1.6 | O=C1C(=O)N(CCN2CCOCC2)C(c2ccc(F)cc2)/C1=C(/O)c1ccc(S(=O)(=O)N2CCOCC2)cc1 (stereo not drawn)
-0.6 | 1.1 | COC(=O)Nc1sc2c(c1C(=O)NCc1ccco1)CCCC2
-1.9 | -4.8* | CN(Cc1nc(-c2cccnc2)no1)S(=O)(=O)c1ccc2ccccc2c1
-0.3 | nt | O=C(Cc1c(F)cccc1Cl)OCC(=O)N1CCc2ccccc21
-0.5 | 0.3 | Nn1c(SCC(=O)Nc2ccccc2)nnc(Cc2ccccc2)c1=O
-0.5 | 0.7 | Cc1ccc(Cn2nc(C)cc2C(=O)Nc2ccccc2Cl)cc1
-0.1 | 0.82 | CCOC(=O)Cc1csc(NS(=O)(=O)c2ccc(NC(C)=O)cc2)n1

# Ordered by heavy-atom count (smallest number first): 5 of the compounds above.
STK33 kinase inh | Kir21 block | structure
nt | 1.5 | CNC(=O)NC(=O)CSc1ncc(C(F)(F)F)cc1Cl
-0.7 | -0.62 | Cc1cc(C)c(OCC(=O)OCC(=O)NC2CCCCCCC2)c(C)c1
nt | 0.07 | O=C(Nc1nnc(SCc2ccccn2)s1)C1CC(=O)N(c2ccccc2)C1 (stereo not drawn)
-2.3 | 2 | COc1ccc(C2CC(=O)N(CC(=O)NCC3CCCO3)c3ccccc3S2)cc1OC (stereo not drawn)
0.4 | -0.83 | CCCCN(C(=O)c1ccc(C)c(S(=O)(=O)N2CCOCC2)c1)c1c(N)n(CC(C)C)c(=O)[nH]c1=O

# (listing goes on)
STK33 kinase inh | Kir21 block | structure
0.1 | 2.2 | Cc1cccc2sc(N(CCCN(C)C)C(=O)c3ccc(S(=O)(=O)N4CCc5ccccc5C4)cc3)nc12
-1.9 | -0.1 | COc1cccc(CNC(=O)CCNS(=O)(=O)c2ccc3c(c2)CC(C)N3C(C)=O)c1 (stereo not drawn)
-0.8 | -0.3 | Cc1c(CCC(=O)O)c(=O)oc2cc3occ(C(C)(C)C)c3cc12
-2.1 | 0.32 | O=C(Cn1ccc(C(F)(F)F)n1)Nc1ccc(S(=O)(=O)NCc2ccco2)cc1
-0.2 | 0.63 | CCCc1nc2ccccc2n1CC(O)COc1ccc(NC(C)=O)cc1 (stereo not drawn)
-0.1 | 1.8 | CCSCCOC(=O)C1=C(C)NC(=O)NC1c1cc(OC)ccc1OC (stereo not drawn)
-0.2 | 0.09 | O=C(Cn1nnc2ccccc21)N/N=C\C=C\c1ccccc1
-0.4 | 0.48 | CCn1c(=O)c(C(=O)NNC(=O)c2ccccc2)c(O)c2ccccc21
0.0 | -1.5 | CC(C)c1ccccc1NC(=O)COC(=O)Cc1ccsc1
-0.5 | 0.65 | O=C(Nc1ccon1)c1ccc(Cl)c(S(=O)(=O)N2CCCCC2)c1
-1.3 | -0.1 | CCCCCCCCCCS(=O)(=O)N/N=C/c1ccc([N+](=O)[O-])cc1
0.0 | 0.78 | CCOC(=O)C1CCCN(CCc2ccccc2)C1 (stereo not drawn)
-0.9 | 0.12 | CCCCc1c(C)c(C#N)c2nc3ccccc3n2c1Nc1c(C)n(C)n(-c2ccccc2)c1=O
0.3 | 1.5 | COCCCNC(=S)N(CCO)Cc1cc2cc3c(cc2[nH]c1=O)OCO3
-0.1 | 0.51 | COCC(C)NC(=O)c1ccccc1[N+](=O)[O-] (stereo not drawn)
-1.3 | 0.01 | CC(C)CNS(=O)(=O)c1ccc(CC(C)C)cc1
-0.5 | nt | NC(=O)N(N)c1nc(N2CCCC2)nc(N2CCCC2)n1
-0.5 | 1.5 | O=S(=O)(c1ccccc1)N1CCN(C(=S)Nc2ccc(Br)cc2)CC1
0.0 | -0.91 | CCOc1ccc(C(=O)C2CCN(CC(=O)Nc3ccccc3N3CCOCC3)CC2)cc1
-1.6 | -1.4 | CC(C)CNC(=O)Cn1nc(C(F)(F)F)c2c1CCCC2
-1.0 | 0.94 | O=C(NC1CCCC1)c1cc(-c2ccccc2Cl)on1
-1.1 | 0.1 | Cc1cc(Oc2ccc(=O)n(C)n2)nc(Oc2ccc(=O)[nH]n2)n1
-2.1 | 1.8 | Cn1ccnc1SCC(=O)Nc1cc(C(F)(F)F)ccc1N1CCOCC1
0.2 | -0.15 | O=S(=O)(Nc1nc(CN2CCOCC2)nc2sc3c(c12)CCCC3)c1cc(F)ccc1F
-2.9 | 1.7 | O=C(Nc1ccc(-c2nc3cccnc3s2)cc1)c1cccnc1Cl
0.0 | 0.26 | CCCCC(=O)Nc1nnc(S(=O)(=O)N2CCCc3ccccc32)s1
-0.9 | -1.7 | CC(C)=CCCC(C)CN1CCC(n2nccc2NC(=O)C2CCCC2)CC1 (stereo not drawn)
2.3 | 0.89 | O=C(O)CCSCCCN1C(=O)c2cccc3cccc(c23)C1=O
0.7 | -1.1 | COc1cc(NS(=O)(=O)c2ccc(NC(=O)c3ccc(F)cc3)cc2)ncn1
-1.8 | 1.8 | CCOC(=O)CC1C(=O)NCCN1C(=O)COc1ccc(C(C)(C)C)cc1 (stereo not drawn)
0.0 | -2.2 | Cc1ccc(S(=O)(=O)NC(N)=NCCc2ccccc2)cc1C
1.3 | 1.3 | N/C(=N\N=C/c1ccc(Br)cc1)N/N=C\c1ccc(Br)cc1
-0.7 | -1.4 | COC(=O)CNC(=O)c1ccc(NS(=O)(=O)c2cc([N+](=O)[O-])ccc2Cl)cc1
-0.9 | 0.68 | Cc1ccc(C)c(NC(=O)c2cc(-c3cccnc3)nc3ccccc23)c1
2.3 | 0.19 | c1csc(-c2ccc3ccccc3n2)c1
0.3 | 0.86 | COc1ccc(OC)c(S(=O)(=O)N2CCC(C(=O)NCc3cccnc3)CC2)c1
0.2 | 0.02 | CCOC(=O)c1c(S(=O)(=O)NCc2ccc(OC)cc2)c(C)n(C)c1C
-1.9 | -1.4 | O=C(OCC(=O)N1CCCC1=O)c1ccc(O)cc1O
-0.5 | 1.4 | Cc1nccn1CCCNC(=O)CC1C(=O)NCCN1Cc1ccc(F)cc1Cl (stereo not drawn)
0.1 | -1 | COc1ccc(C(=O)CC(=O)C(=O)Nc2cc(Cl)c(OC)cc2OC)cc1
0.3 | -1.5 | CCCCn1c(C)cc2cc(O)ccc21
0.5 | 1.7 | CN(C)S(=O)(=O)N1CCCC(C(=O)c2ccc(-c3ccccc3)cc2)C1 (stereo not drawn)
-0.4 | nt | C[C@@H]1COC(=O)[C@H](CC(=O)OC(C)(C)C)C/C=C\C[C@@H](CC(=O)N[C@H](CO)Cc2ccccc2)C(=O)N1
-0.5 | 1.9 | O=C(NNC(=O)c1cc(Br)c(Br)s1)c1csc(N2CCOCC2)n1
-0.8 | 3 | CCn1cc(C(=O)NCCCN(CC(C)C)CC(C)C)c(=O)c2cc(S(=O)(=O)N(C)C3CCCCC3)ccc21
4.4 | -1.6 | Oc1ccc(/C=N/Nc2nccnc2Cl)c(O)c1
nt | -0.46 | Cc1c(C)n2c(SCC(=O)Nc3cccc4ccccc34)nnc2[nH]c1=O
-0.9 | -0.55 | CCOC(=O)/C=C1\NC(=O)CS1
-0.7 | 0.35 | CCOC(=O)N1CCN(C(=O)C(C)n2nc(C)n3c(cc4sccc43)c2=O)CC1 (stereo not drawn)
-2.2 | 0.05 | O=C(Nc1nc(-c2ccccc2)cs1)c1cccs1
-1.4 | 0.01 | CC(C)c1cc(N2CCOCC2)n2ncc(-c3ccccc3)c2n1
-0.9 | 2.7 | COc1ccc(-c2ccc(=O)n(Cc3cccc(Cl)c3)n2)cc1
-1.2 | -6.3* | O=C(Oc1ccc(C(=S)N2CCOCC2)cc1Br)c1ccccc1F
0.3 | -0.7 | O=S(=O)(Cc1ccc(Cl)cc1)C1CCCCC1O (stereo not drawn)
0.4 | -0.83 | CC(C)(Oc1ccc(Cl)cc1)C(=O)Nc1ccncc1
0.9 | 0.3 | COc1ccc(S(=O)(=O)N2CCC(C(=O)NCCN3CCOCC3)CC2)cc1C

# Laid out differently: results already given.
> Cc1cc(C)c(OCC(=O)OCC(=O)NC2CCCCCCC2)c(C)c1
  STK33 kinase inh: -0.7
  Kir21 block: -0.62
> O=C(Nc1ccon1)c1ccc(Cl)c(S(=O)(=O)N2CCCCC2)c1
  STK33 kinase inh: -0.5
  Kir21 block: 0.65

# (further entries)
STK33 kinase inh | Kir21 block | structure
-0.1 | 0.2 | S=c1nc2ccccc2c2nc(-c3ccccc3Br)[nH]n12
-0.8 | -1.2 | CC(C)c1ccc(NC(=O)C2CCN(S(C)(=O)=O)CC2)cc1
0.3 | 0.06 | Cc1ccc(/C=N\NC(=O)Cn2c(C)nc3ccccc32)o1
-1.9 | 0.51 | COCCNc1ccc(S(=O)(=O)N2CCCC2)cn1
-2.9 | 0.97 | CCc1nc(SCC(=O)N2c3ccccc3CC2C)c2c(C)c(C)sc2n1 (stereo not drawn)
-1.0 | 0 | COc1cc2c(cc1NC(=O)c1ccc(C)c([N+](=O)[O-])c1)oc1ccccc12
6.9 | -0.3 | Cc1ccccc1N=Nc1c(N)n[nH]c1N
-1.3 | -0.23 | O=C(NCCC1=CCCCC1)C1CCCN(S(=O)(=O)c2ccc(F)cc2)C1 (stereo not drawn)
-1.7 | 0.62 | CN(CC(=O)N1CCN(c2ccccn2)CC1)S(=O)(=O)c1ccc2ccccc2c1
-0.3 | 1.5 | CC1CCCC(C)N1C(=O)COC(=O)Cc1ccc(Cl)cc1 (stereo not drawn)
nt | 0.98 | COC(=O)C1=C(C)NC(C)=C(C(=O)OC)C1c1cc2cc(C)ccc2[nH]c1=O
-0.9 | 1.2 | Cc1cccc(NC(=O)c2oc3c(c2C)C(=O)CC(C)(C)C3)n1
0.1 | -0.56 | O=C(Nc1cccnc1)c1cccc(F)c1
1.6 | 0.58 | Cn1cnnc1SCC(=O)c1ccc2c(c1)OCO2
-0.8 | 0.5 | CCCCc1nn2c(N)c(/C=C3\C=Nc4ccccc43)c(=O)nc2s1
-1.7 | -1.4 | Cc1ccc(S(=O)(=O)Nc2ccccc2C(=O)N2CCCCCC2)cc1
-2.5 | -1.1 | Cc1ccc(NC(=O)CSCC(=O)Nc2sccc2C#N)cc1
0.7 | 0.97 | CC1(C)c2ccccc2-c2nc3ccccc3cc2C1O (stereo not drawn)
-0.2 | -0.61 | O=C(NCCS(=O)(=O)NCCc1ccccc1)c1ccc2c(c1)OCO2
-0.5 | -2.2 | Nc1nonc1NC(=O)CSc1ncccc1C(=O)O
-0.8 | 1.9 | COc1ccc(/C=N/NC(=O)CC(=O)NCCc2ccccc2)cc1OC
0.7 | 0.43 | CCN(CC)c1ccc(CNc2ccc3c(c2)ncn3CC)cc1
-0.5 | -0.02 | Cc1ccccc1N1CN(Cc2ccco2)CNC1=S
4.7 | -0.37 | O=C(CN1C(=O)C2CC=CCC2C1=O)NC1CCCc2ccccc21 (stereo not drawn)
0.0 | 1.4 | CCOC(=O)C(Oc1ccc2c(-c3ccc(OC)cc3)cc(=O)oc2c1C)c1ccccc1 (stereo not drawn)
0.1 | -1 | COc1ccc(NC(=O)CSc2nnc(-c3ccoc3C)n2CC2CCCO2)cc1 (stereo not drawn)
-1.6 | -0.22 | O=C(C(c1ccccc1)c1ccccc1)N1CC[C@@]2(O)CCCC[C@H]2C1
-1.5 | -0.9 | COC(=O)c1ccc(Oc2c(C(F)(F)F)oc3c(CN4CCN(C)CC4)c(O)ccc3c2=O)cc1
1.4 | -0.01 | CCOC(=O)N1CCC(N2C(=O)c3ccccc3C2Nc2ccc(S(=O)(=O)N(CC)CC)cc2)CC1 (stereo not drawn)
-0.7 | -1.2 | COC(=O)C1=C(Nc2ccccc2NC(=O)c2ccccc2C(=O)O)CSC1
-1.7 | 1.2 | CCC(=O)OC1c2ccccc2C(=O)N1Cc1ccccc1 (stereo not drawn)
-1.2 | nt | CCC(C)(C)C1CCc2[nH]nc(C(=O)NC3CCCCC3)c2C1 (stereo not drawn)
-1.2 | 1.5 | O=C(COc1ccc2ccc(=O)oc2c1)Nc1cccnc1
-1.2 | -0.45 | COc1ccc(C(C)=O)cc1CSc1nnc(C)s1
-0.5 | -1.4 | Cc1ccc(OCC(=O)Nc2ccccc2[N+](=O)[O-])c(Br)c1
-0.3 | 0.08 | COC(=O)C1=C(C)NC(=O)/C1=C\c1cc(C)n(-c2c(C)cccc2C)c1C
